Screens as filed in PubChem BioAssay.
Rab7 wt GTP bind = dog Rab7 wildtype GTP binding, inhibitors and activators | GST-Rab7 beads, fluorescent GTP binding, flow cytometry; actives lie on both sides; untreated = 100%, excess cold GTP = 0% | GTP binding activity (percent of control), % at 10 µM | actives 0.055% (n = 190,000) | AID 758;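 active = fluorescent GTP binding to Rab7 beads changed by at least 20 points from the 100% baseline, either direction, mostly lower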;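 also: median green fluorescence of bound Bodipy-FL-GTP per Rab7 bead population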
HRas wt GTP bind = changes GTP binding to wildtype human HRas | GTP binding activity, % at 10 µM | actives 0.14% (n = 190,000) | P01112 | GST-Ras wt beads, Bodipy-FL-GTP binding, flow cytometry; actives lie on both sides;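 active = GTP binding activity at least 20% away from the 100% baseline, either lowered as inhibitor or raised as activator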;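 also: 0% = unlabeled GTP competition control and 100% = no-compound control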
Rac1 wt modul = alters GTP binding to wildtype human Rac1; GTP binding activity (% of control), % at 10 µM; GST-Rac1 beads, fluorescent GTP binding, flow cytometry; actives lie on both sides; 0 = cold GTP competed, 100 = untreated; AID 757; actives 0.27% (n = 190,000); P63000;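 active = GTP binding activity at least 20 points away from the 100% control level, either lower or higher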
Rab2A wt mod = changes GTP binding to wildtype dog Rab2A, up or down. P61105. GST-Rab2 wt beads, Bodipy-GTP binding, flow cytometry. GTP binding activity, % at 10 µM. actives 0.19% (n = 190,000). AID 760;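 active = GTP binding activity at least 20 points away from 100%, either lowered or raised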;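 also: 0% = beads with excess unlabeled GTP and 100% = no-compound control corrected for plate trend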
Mcl1-Bid inh = disrupts binding of human Mcl-1 to Bid peptide; TR-FRET Mcl-1/Bid-Dy647 peptide binding, 1536-well; inhibition, % at 21.7 µM; Q07820; actives 0.97% (n = 220,000);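 active = compounds that cut the binding signal by more than half at the single screening dose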;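 also: His-tagged Mcl-1 with europium anti-His antibody binding Bid BH3 peptide; 0% = Mcl-1 plus peptide wells and 100% = peptide-only wells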
Target sequence (Q07820 whole entry, looked up): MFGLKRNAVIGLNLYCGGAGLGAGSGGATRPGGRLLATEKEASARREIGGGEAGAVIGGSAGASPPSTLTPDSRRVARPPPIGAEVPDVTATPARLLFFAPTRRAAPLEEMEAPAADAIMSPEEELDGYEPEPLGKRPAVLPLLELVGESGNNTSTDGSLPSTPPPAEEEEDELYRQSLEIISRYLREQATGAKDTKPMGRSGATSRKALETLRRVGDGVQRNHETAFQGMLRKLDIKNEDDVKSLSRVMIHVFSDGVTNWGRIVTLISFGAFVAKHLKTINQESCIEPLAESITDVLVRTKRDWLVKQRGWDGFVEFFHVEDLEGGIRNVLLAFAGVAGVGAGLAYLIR
Mcl1 Noxa PPI = disrupts binding of human Mcl-1 to Noxa peptide; AID 1022; actives 1.5% (n = 220,000); Q07820; TR-FRET Mcl-1/Noxa peptide binding, 2 h; inhibition, % at 21.7 µM;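 active = compounds that cut the protein-peptide binding signal by more than 50% relative to plate controls in a single-dose test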;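 also: His-tagged Mcl-1 with rhodamine Noxa BH3 peptide and terbium anti-His antibody; 0% = Mcl-1 plus Noxa peptide wells and 100% = peptide-only wells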
RGS8-Gao = modulates binding of RGS8 to human Galphao; P09471; multiplexed bead flow cytometry; actives lie on both sides; response (percent of control binding), % at 10 µM; actives 0.34% (n = 220,000); AID 1423; in the data active = response below about 60% or above about 140%; inactive = in between;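 also: Galphao activated as the GDP aluminium fluoride complex binding bead-coupled RGS8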
Target sequence (P09471 whole entry, looked up): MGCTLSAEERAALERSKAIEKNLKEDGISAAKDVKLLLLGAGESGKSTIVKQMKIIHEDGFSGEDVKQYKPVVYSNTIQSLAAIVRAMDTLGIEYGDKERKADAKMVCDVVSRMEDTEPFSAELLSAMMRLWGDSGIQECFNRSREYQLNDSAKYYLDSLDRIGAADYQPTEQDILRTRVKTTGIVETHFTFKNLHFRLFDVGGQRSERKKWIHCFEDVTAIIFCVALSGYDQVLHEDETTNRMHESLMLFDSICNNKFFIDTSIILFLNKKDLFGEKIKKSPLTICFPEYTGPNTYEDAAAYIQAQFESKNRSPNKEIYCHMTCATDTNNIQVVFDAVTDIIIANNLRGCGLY
Rac1 act GTP bind = modulators of GTP binding to human Rac1 activated mutant; GST-Rac1 activated beads, fluorescent GTP binding, flow cytometry; actives lie on both sides; 100% means binding = to untreated wells; actives 0.11% (n = 190,000); AID 764; percent activity (GTP binding), % at 10 µM; P63000;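 active = GTP binding at least 20 percentage points away from the 100% baseline, in either direction, so actives lie on both sides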
Bim-Mcl-1 = inhibitors of Bim-Mcl-1 interaction, human; Q07820; Bead-based flow cytometry, Bim peptide-Mcl-1 binding; inhibition, % at 10 µM; actives 0.1% (n = 190,000); in the data active = inhibition above about 40%;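 also: 0% = no compound tracer wells and 100% = peptide blocker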
Pf gametocyte = P. falciparum stage V gametocyte viability inhibition | P. falciparum stage V gametocytes, ATP luminescence, 24 h | actives 0.065% (n = 150,000) | AID 743093 | inhibition, % at 10.9 µM;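 active = inhibition above the mean plus 3 SD of compounds within the control limits, set per campaign, cut at about 38% in these data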;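 also: 0% = DMSO wells and 100% = medium only without gametocytes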
Cdc42 wt = human Cdc42 wildtype GTP binding change, either direction. GST-Cdc42 beads, Bodipy-GTP binding, flow cytometry; actives lie on both sides. actives 0.2% (n = 190,000). percent activity (GTP binding), % at 10 µM;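 active = percent activity GTP binding at least 20 points away from the 100% baseline, either down as inhibitor or up as activator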;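 also: median bead fluorescence of bound Bodipy-FL-GTP at 100 nM; 0% = excess unlabeled GTP control and 100% = no compound control; below 100% means less GTP binding so inhibitor and above means activator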
Target sequence (P60953 whole entry, looked up): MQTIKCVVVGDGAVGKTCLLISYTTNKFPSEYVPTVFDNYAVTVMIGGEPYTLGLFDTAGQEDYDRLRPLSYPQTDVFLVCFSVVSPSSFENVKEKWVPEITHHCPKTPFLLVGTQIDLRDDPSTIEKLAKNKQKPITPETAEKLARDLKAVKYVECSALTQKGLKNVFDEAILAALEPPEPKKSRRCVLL
* marks the source's active call; other numbers are inactive results; nt = no result given. The order is random; overall some 2.9% were active at least once.

The opening 7 records, to show the layout:
Order of values – Rab7 wt GTP bind | HRas wt GTP bind | Rac1 wt modul | Rab2A wt mod | Mcl1-Bid inh | Mcl1 Noxa PPI | RGS8-Gao | Rac1 act GTP bind | Bim-Mcl-1 | Pf gametocyte | Cdc42 wt
> CCCOC(=O)NC1C(NC(=O)OCCC)N(C)C(=O)N1C (stereo unspecified)
    97 | 101 | 101 | 100 | -26 | -23 | 104 | 100 | 0 | 5 | 101
> CCOc1ccccc1NC(=O)c1cc(C(=O)c2cc(OC)ccc2O)coc1=N
    97 | 94 | 101 | 95 | -19 | 6 | 102 | 96 | -6 | -17 | 96
> CC(C)CN(C(=O)c1cc2ccccc2o1)c1c(N)n(CC(C)C)c(=O)[nH]c1=O
    101 | 99 | 106 | 99 | -10 | 4 | 100 | 99 | -2 | -3 | 105
> CCc1nnc(NC(=O)CCC(=O)NC2CCCCC2)s1
    99 | 103 | 105 | 99 | -21 | -6 | 101 | 99 | -5 | nt | 103
> CCOC(=O)CC(NCc1ccc(OC)c(OCC)c1)c1ccc(C)cc1 (stereo unspecified)
    107 | 98 | 101 | 98 | -28 | 16 | 98 | 96 | -3 | nt | 97
> CN(C)c1cc[n+](CC(=O)Nc2cc(C(F)(F)F)ccc2Cl)cc1
    104 | 102 | 108 | 102 | -3 | 16 | 102 | 99 | 1 | -13 | 102
> O=C(Nc1ccccc1)N1CCCC(CNS(=O)(=O)Cc2ccccc2)C1 (stereo unspecified)
    102 | 96 | 99 | 98 | -31 | -3 | 105 | 96 | 2 | -16 | 97

The list itself, previewed entries included:
Order of values – Rab7 wt GTP bind | HRas wt GTP bind | Rac1 wt modul | Rab2A wt mod | Mcl1-Bid inh | Mcl1 Noxa PPI | RGS8-Gao | Rac1 act GTP bind | Bim-Mcl-1 | Pf gametocyte | Cdc42 wt
> CCCOC(=O)NC1C(NC(=O)OCCC)N(C)C(=O)N1C (stereo unspecified)
    97 | 101 | 101 | 100 | -26 | -23 | 104 | 100 | 0 | 5 | 101
> CCOc1ccccc1NC(=O)c1cc(C(=O)c2cc(OC)ccc2O)coc1=N
    97 | 94 | 101 | 95 | -19 | 6 | 102 | 96 | -6 | -17 | 96
> CC(C)CN(C(=O)c1cc2ccccc2o1)c1c(N)n(CC(C)C)c(=O)[nH]c1=O
    101 | 99 | 106 | 99 | -10 | 4 | 100 | 99 | -2 | -3 | 105
> CCc1nnc(NC(=O)CCC(=O)NC2CCCCC2)s1
    99 | 103 | 105 | 99 | -21 | -6 | 101 | 99 | -5 | nt | 103
> CCOC(=O)CC(NCc1ccc(OC)c(OCC)c1)c1ccc(C)cc1 (stereo unspecified)
    107 | 98 | 101 | 98 | -28 | 16 | 98 | 96 | -3 | nt | 97
> CN(C)c1cc[n+](CC(=O)Nc2cc(C(F)(F)F)ccc2Cl)cc1
    104 | 102 | 108 | 102 | -3 | 16 | 102 | 99 | 1 | -13 | 102
> O=C(Nc1ccccc1)N1CCCC(CNS(=O)(=O)Cc2ccccc2)C1 (stereo unspecified)
    102 | 96 | 99 | 98 | -31 | -3 | 105 | 96 | 2 | -16 | 97
> COc1cc(/C=C/C(=O)Nc2cc(C(F)(F)F)ccc2Cl)cc(OC)c1OC
    101 | 104 | 114 | 102 | -16 | 9 | 91 | 104 | 0 | 9 | 108
> Cc1cc2oc(=O)cc(COC(=O)c3n[nH]c4ccccc34)c2cc1C
    94 | 97 | 101 | 95 | -11 | -331 | 99 | 99 | 0 | nt | 98
> CC(C)Nc1nnc(SCc2cc(=O)n3ccsc3n2)s1
    87 | 92 | 94 | 92 | -15 | 22 | 108 | 94 | 0 | 0 | 92
> Cn1c(=O)[nH]c(=O)c2c1nc1n2CCS1
    104 | 94 | 96 | 98 | -20 | 8 | 104 | 96 | -1 | nt | 95
> Cc1cc(C)c(Nc2ncccc2C(=O)O)c(C)c1
    105 | 99 | 98 | 102 | -9 | 6 | 103 | 95 | -5 | 1 | 100
> COc1ccc(N(C(C)C(=O)N/N=C/c2cccnc2)S(C)(=O)=O)cc1 (stereo unspecified)
    93 | 96 | 95 | 95 | -13 | 1 | 101 | 96 | 2 | 4 | 93
> CCOc1ccc(CC2NCCc3cc(OCC)c(OCC)cc32)cc1OCC (stereo unspecified)
    95 | 98 | 102 | 97 | -8 | 4 | 99 | 99 | -2 | 4 | 98
> COc1cc(/C=C/C(=O)c2ccc(C)c([N+](=O)[O-])c2)cc(OC)c1O
    97 | 97 | 101 | 96 | -12 | 39 | 101 | 97 | 0 | nt | 101
> CCOc1ccc(N2C(=O)C3CC(C)=C(C)CC3C2=O)c([N+](=O)[O-])c1 (stereo unspecified)
    97 | 101 | 98 | 99 | -7 | 16 | 97 | 98 | -1 | nt | 100
> CCCCCC(=O)Nc1ccc(N2CCN(S(C)(=O)=O)CC2)cc1
    93 | 96 | 92 | 96 | -40 | 1 | 100 | 94 | 0 | nt | 94
> O=C(N=c1ccn(-c2nc3ccccc3nc2NS(=O)(=O)c2ccccc2)cc1)c1cccs1
    97 | 97 | 96 | 93 | -274 | -238 | 104 | 99 | -2 | 9 | 98
> Cc1ccc(C(=O)O/N=C2\CCSc3ccc(C)cc32)cc1
    97 | 99 | 105 | 97 | 3 | -8 | 99 | 98 | -3 | 36 | 100
> COCCNC(=O)COc1cccc2c1OC(C)(C)C2
    94 | 93 | 95 | 97 | -18 | 3 | 101 | 97 | 0 | 1 | 93
> CCOC(=O)NC(=O)c1cn(C(CC)CO)c(=O)[nH]c1=O (stereo unspecified)
    97 | 99 | 107 | 99 | 3 | 12 | 103 | 99 | -2 | 16 | 102
> COc1ccccc1NC(=S)Nc1ccccc1F
    100 | 98 | 98 | 100 | -7 | -6 | 104 | 98 | -6 | nt | 102
> CC(C)CC(=O)NCC(C)NC(=O)CC(C)C (stereo unspecified)
    97 | 98 | 96 | 96 | 3 | -10 | 100 | 96 | -1 | nt | 99
> O=C(c1ccc(Nc2cccc(C(F)(F)F)c2)nc1)N1CCCC1
    101 | 100 | 101 | 103 | -12 | -16 | 100 | 94 | -2 | nt | 98
> COc1cccc(CNc2ccc([N+](=O)[O-])cc2C)c1
    96 | 94 | 99 | 94 | -11 | 18 | 99 | 95 | 0 | -49 | 94
> Cc1ccc(CNS(=O)(=O)c2ccc3oc(C(=O)O)c(C)c3c2)cc1
    99 | 99 | 99 | 99 | -2 | -5 | 103 | 97 | 1 | nt | 99
> COc1ccccc1N1CCN(C(=S)Nc2ccc(S(=O)(=O)N3CCOCC3)cc2)CC1
    94 | 92 | 94 | 93 | -19 | 8 | 106 | 90 | 0 | nt | 93
> Cc1ccccc1OCc1nnc2c3cnn(C)c3ncn12
    92 | 97 | 97 | 97 | -4 | -5 | 100 | 97 | -1 | -4 | 99
> CCOC(=O)C1(C(F)(F)F)N=C(c2cccnc2)OC(N2CCCCC2)=N1 (stereo unspecified)
    99 | 101 | 103 | 100 | 6 | -1 | 102 | 99 | 1 | nt | 98
> CNc1nc2ccccc2n1/N=C/c1cccc(OC)c1OC
    98 | 98 | 100 | 99 | -16 | 12 | 99 | 98 | 57* | nt | 98
> O=C1CN(C(=O)c2ccco2)c2ccccc2N1
    99 | 102 | 100 | 99 | -7 | -3 | 95 | 98 | -5 | nt | 101
> CC(=O)c1c(C)[nH]c(C)c1C(C)=O
    99 | 98 | 101 | 98 | -24 | -9 | 99 | 100 | 0 | nt | 101
> C=CCSc1nnc(NC(=O)c2cccc(S(=O)(=O)N3CCOCC3)c2)s1
    99 | 100 | 98 | 97 | 8 | 15 | 103 | 96 | 0 | nt | 100
> COC(CNC(=O)Cc1c(C)nc2c(-c3ccccc3)c(C)nn2c1C)OC
    108 | 96 | 94 | 97 | -7 | 1 | 100 | 94 | -2 | -32 | 97
> COCCN(Cc1cc2cc3c(cc2nc1Cl)OCO3)C(=O)c1ccc(C)cc1
    101 | 97 | 98 | 93 | 9 | 14 | 101 | 93 | 0 | -20 | 98
> CN(C)c1nc(N)c2ncc(=S)[nH]c2n1
    101 | 88 | 88 | 93 | -52 | 20 | 97 | 95 | -1 | -6 | 89
> O=C(O)Cn1c(SCc2cccc3ccccc23)nc2ccccc21
    98 | 102 | 104 | 101 | -16 | 24 | 102 | 100 | 0 | nt | 103
> N#C/C(=C/c1ccc(O)c([N+](=O)[O-])c1)C(=O)Nc1ccccc1
    102 | 86 | 77* | 84 | -12 | 30 | 98 | 87 | 6 | -9 | 79*
> O=C(c1ccco1)N1CCN(CC(=O)N2c3ccccc3CCc3ccccc32)CC1
    99 | 102 | 106 | 102 | 56* | 15 | 106 | 100 | -2 | 12 | 101
> C=CCNCCCOc1ccc(Cl)cc1Br
    102 | 98 | 100 | 97 | 77* | 25 | 103 | 97 | -2 | 3 | 99
> COc1cccc(-n2cc3c(c2-c2ccccc2)c(=O)n(C)c(=O)n3C)c1
    101 | 101 | 103 | 103 | -6 | 27 | 98 | 98 | 3 | 2 | 104
> COc1ccc([N+](=O)[O-])cc1NC(=O)COC(=O)c1ccccc1C(=O)c1ccccc1
    101 | 97 | 102 | 96 | 1 | 7 | 97 | 96 | -3 | 14 | 95
> CCc1cccc(Nc2c([N+](=O)[O-])cc(C(=O)N3CC(=O)Nc4ccccc43)cc2[N+](=O)[O-])c1
    96 | 97 | 103 | 95 | 9 | 12 | 100 | 96 | -5 | 6 | 98
> Cn1c(SCC(=O)NC2CCCC2)nnc1-c1ccc(S(=O)(=O)N2CCOCC2)cc1
    99 | 98 | 94 | 97 | 0 | 6 | 102 | 92 | -1 | 8 | 95
> CCCN=Cc1c(CCC)[nH]n(-c2nc3ccccc3s2)c1=O
    96 | 94 | 90 | 95 | -2 | 17 | 104 | 95 | 4 | nt | 90
> CCOc1ccc(CSC(=N)N)cc1
    100 | 100 | 106 | 99 | 5 | 24 | 94 | 99 | -3 | nt | 106
